ssDAF-12 act – S. stercoralis DAF-12 activation, primary screen | HEK293 ssDAF-12/GRIP1 lit1-tk-luc reporter, luminescence; % of 3 µM dafachronic acid response | activation, % at 6.8 µM | hit rate 1% among 370,000 | AID 652126;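 active = activation above the mean over all tested compounds plus 3 SD, cut at about 0.9% in these data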;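 also: 0% = DMSO-only wells and 100% = 3 µM delta7-dafachronic acid wells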
GC-A act – GC-A (human) enzyme activation | P16066 | HEK293 GC-A cells, cGMP TR-FRET, EC30 ANP; 0% at EC30 ANP, 100% saturating ANP | activation, % at 10 µM | hit rate 0.14% among 370,000 | AID 1671463; in the data active = activation above about 40%
hcDAF12 agonist – H. contortus DAF-12 activation, primary screen. activation, % at 6.8 µM. HEK293 hcDAF-12 lit1-tk-luc reporter, luminescence; 0% DMSO, 100% Δ7-dafachronic acid. AID 652067. hit rate 1.4% among 370,000;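 active = activation above the mean of all tested compounds plus 3 SD, cut at about 5.5% in these data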;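 also: 100% = response to 3 µM Δ7-dafachronic acid high control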
ADAM10 inh – inhibits human ADAM10; recombinant ADAM10, EDANS/DABCYL FRET peptide cleavage, 3 h; hit rate 0.62% among 370,000; inhibition, % at 7 µM;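 active = inhibition above a per-campaign cutoff equal to the mean of compounds falling between control-based bounds plus 3 SD, cut at about 20% in these data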;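 also: 0% = DMSO wells while the 100% control is not disclosed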
DAX1 inh-1 – inhibitors of human orphan nuclear receptor DAX1 (NR0B1); P51843; hit rate 0.99% among 340,000; HEK293 Gal4-DAX1 luciferase reporter, luminescence; inhibition, % at 6.75 µM; AID 504766;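 active = inhibition above the mean over all tested compounds plus 3 SD, cut at about 4.2% in these data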;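 also: 0% = DAX1-transfected cells with DMSO and 100% = empty-vector control cells with DMSO; inhibition shows as a rise in luminescence from relieved DAX1 repression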
Target sequence (P51843 207-470 limits assumed): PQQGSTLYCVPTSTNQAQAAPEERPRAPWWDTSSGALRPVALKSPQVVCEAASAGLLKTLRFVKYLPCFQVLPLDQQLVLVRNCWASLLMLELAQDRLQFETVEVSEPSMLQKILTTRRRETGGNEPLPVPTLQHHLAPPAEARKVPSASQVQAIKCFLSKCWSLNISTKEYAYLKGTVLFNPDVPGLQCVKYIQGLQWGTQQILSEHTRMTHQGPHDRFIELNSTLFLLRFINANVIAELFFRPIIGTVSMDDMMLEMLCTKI
HGIII-sPLA2 inh – Inhibits HGIII-sPLA2 liposome hydrolysis, primary screen. AID 743126. QFRET BODIPY PC-A2 liposome hydrolysis, fluorescence. inhibition, % at 12.2 µM. hit rate 0.56% among 370,000;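 active = inhibition above mean plus 3 SD of compounds lying within the high and low control bounds, cut at about 19% in these data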;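 also: 0% = median of test compound wells and 100% = no enzyme DMSO wells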
Target sequence (Q9NZ20 whole entry, looked up): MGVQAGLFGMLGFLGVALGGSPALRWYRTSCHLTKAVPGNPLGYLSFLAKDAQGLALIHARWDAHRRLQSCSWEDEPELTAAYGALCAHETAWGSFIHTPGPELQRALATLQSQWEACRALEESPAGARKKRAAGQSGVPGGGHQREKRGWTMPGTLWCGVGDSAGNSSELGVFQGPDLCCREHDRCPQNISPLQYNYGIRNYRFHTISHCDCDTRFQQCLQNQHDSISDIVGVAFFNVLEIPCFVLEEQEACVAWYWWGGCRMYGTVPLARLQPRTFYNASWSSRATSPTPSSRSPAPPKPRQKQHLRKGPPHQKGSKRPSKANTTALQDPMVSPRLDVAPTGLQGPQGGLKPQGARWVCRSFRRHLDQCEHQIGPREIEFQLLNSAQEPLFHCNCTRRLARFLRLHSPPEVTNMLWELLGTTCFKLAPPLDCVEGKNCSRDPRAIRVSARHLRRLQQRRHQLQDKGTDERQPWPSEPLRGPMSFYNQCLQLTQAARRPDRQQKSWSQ
DAX1 inh-2 – DAX1 (NR0B1) inhibition, primary screen | HEK293T StAR-luciferase reporter, SF-1/DAX-1 repression relief | inhibition, % at 6.8 µM | hit rate 1.1% among 370,000 | AID 652010;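 active = inhibition above the mean over all tested compounds plus 3 SD, cut at about 3.6% in these data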;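 also: 0% = DAX-1 cells with DMSO and 100% = cells lacking DAX-1 with DMSO; higher inhibition means more luminescence from relief of DAX-1 repression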
SMARCA2 activ – SMARCA2 function activation, primary screen; MG213 cells, MMTV-luciferase reporter, dexamethasone, overnight; activation, % at 9.1 µM; hit rate 1% among 370,000; AID 652017; in the data active = activation above about 7.8%;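 also: 0% = vehicle wells and 100% = reference activator wells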
FXN GAA850 act – increases GAA850 frataxin promoter reporter activity; HEK293 lucGAA850 FXN promoter luciferase reporter, 24 h; percent of 10 µM SAHA response; activation, % at 6 µM; hit rate 0.56% among 360,000; AID 540364;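 active = activation above the average of all compounds screened plus 3 SD, cutoff fixed separately per campaign, cut at about 7.5% in these data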;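 also: 0% = DMSO wells and 100% = 10 µM SAHA wells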
hgDAF12 agonist – agonists of H. glycines DAF-12 nuclear receptor; activation, % at 6.8 µM; HEK293 GAL4-hgDAF12 UAS-luciferase reporter, agonist luminescence; normalized to butyrate control; AID 687014; hit rate 1.8% among 370,000;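 active = activation above a cutoff set at the mean of all screened compounds plus 3 SD, cut at about 10% in these data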;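 also: 0% = DMSO wells and 100% = sodium butyrate wells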
NPR2 activator – GC-B (human) receptor activation; P20594; HEK293-GC-B cells, CNP EC30, cGMP TR-FRET; 0% at EC30 CNP, 100% saturating CNP; AID 1920062; activation, % at 10 µM; hit rate 0.11% among 370,000;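 active = activation at 10 µM reaching about 35% in either raw or pattern-adjusted values, limit read from the data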
An asterisk follows results filed as active; / = not tested or not shown.

cpd	mol	FXN GAA850 act	hgDAF12 agonist	ssDAF-12 act	DAX1 inh-1	hcDAF12 agonist	HGIII-sPLA2 inh	SMARCA2 activ	DAX1 inh-2	GC-A act	NPR2 activator	ADAM10 inh
1	COc1ccc2c(c1)c(C(=O)C(C)N1CCCCC1)c(C)n2C (stereo not drawn)	1.4	0.4	-0.8	3.0	-0.6	0	-3	0.1	1	2	0
2	O=C(COc1ccccc1F)N1CCN(CCN2C(=O)c3cccc4cccc(c34)C2=O)CC1	-0.1	1.1	-0.6	-0.9	0.6	-2	1	0.6	9	0	-14
3	C#CCOc1ccc2c(c1)c(C(C)=O)c(C)n2Cc1ccccc1	1.3	-4.7	-0.7	-0.1	-1.8	-9	-5	-0.8	18	12	5
4	CCC(=Nc1ccc2c(c1)CCC2)c1c(O)n(C2CCCCC2)c(=O)[nH]c1=O	-2.1	0.9	-0.3	-0.3	-0.3	0	-1	0.7	0	4	-8
5	Cc1c(C=O)c2ccccc2n1Cc1ccccc1	1.7	-3.6	-0.2	-1.2	1.1	9	-2	-1.1	9	4	-4
6	C/C=C1\NC(=O)[C@@H](NC(=O)[C@H](CCc2ccc(O)cc2)NC(=O)[C@H](C)NC(=O)[C@H](O)CO)[C@@H](C)OC(=O)[C@H](C(C)C)NC(=O)[C@H](Cc2ccc(O)cc2)N(C)C(=O)[C@H](Cc2ccccc2)N2C(=O)C(CC[C@H]2O)NC1=O (stereo partly drawn)	-0.9	3.8	-1.1	1.0	-0.9	-5	0	2.1	1	1	-22
7	COc1cc(N2CCOCC2)ccc1/C=C1\C(=O)NC(=O)N(C2CCCCC2)C1=O	1.1	0.0	-0.9	-0.1	-1.1	-1	-1	-0.2	4	5	-9
8	Cc1cc(C=C2C(=O)N(C)C(=S)N(C)C2=O)c(C)n1-c1cccnc1	-0.5	1.2	-1.1	-0.8	1.5	-2	0	-0.4	-1	0	-2
9	COc1ccc(C(=O)N2CCCC2=O)cc1	1.0	-0.5	-1.8	0.9	0.1	2	-1	-1.5	5	2	8
10	CC12CC[C@H]3[C@@H](CCC4(O)C[C@H](O)CCC34/C=N/NC(=O)c3ccccc3O)C1(O)CCC2C1=CC(=O)OC1 (stereo partly drawn)	-0.2	-3.4	0.8	1.0	17*	-1	0	1.3	4	8	-45
11	CCOc1ccccc1C1SCC(=O)Nc2c1c(=O)[nH]n2C(CC)CC (stereo not drawn)	-0.3	-2.1	-0.3	1.0	0.2	9	-1	-0.7	1	4	-5
12	Cn1c(O)c(/C=N/NC(=O)c2ccncc2)c(=O)[nH]c1=S	0.2	0.4	-0.4	/	-1.4	2	4	-0.3	2	-3	-17
13	COC(=O)C1=C(c2ccc(OCc3ccccc3)cc2)C[C@@H]2CC[C@H]1N2C(=O)NCc1ccc2c(c1)OCO2	-12	-4.6	-2.0	-0.8	-3.1	-7	-4	-3.5	-1	7	13
14	Oc1ccc(/C=N/NP(=S)(c2ccccc2)c2ccccc2)cc1	1.4	-0.8	-1.9	2.8	1.0	-26	-4	-0.2	-5	0	6
15	S=C(c1ccc(Cl)cc1)N1CCOCC1	0.5	2.1	-0.6	0.9	-0.8	1	-1	0.9	4	4	3
16	O=P1(c2ccccc2)CC=CC1	/	-1.0	-0.8	/	1.0	4	0	1.1	2	1	-2
17	CCOC(=O)c1[nH]c(C)c(C(=O)N2CCC3(CC2)OCCO3)c1C	-0.5	-0.9	-1.4	0.0	-1.9	8	-1	-0.7	4	-1	3
18	Nc1c(Cl)cc([N+](=O)[O-])cc1Cl	-2.9	2.6	-1.4	-0.2	0.1	-7	2	0.7	-2	-5	-4
19	COOCC1(C(=O)OC)C[C@H](c2ccc(OC)cc2)N(Cc2ccccc2OC)[C@@H]1c1ccccc1C (stereo partly drawn)	/	2.1	-0.8	/	0.0	-5	-3	-0.2	-2	3	-4
20	Cc1ccc(NS(=O)(=O)c2ccc(OCC(=O)N3CCN(C)CC3)cc2)cc1	2.5	2.0	-1.0	0.2	-2.1	-6	-1	0.7	2	5	-2

The listing continues:
cpd	mol	FXN GAA850 act	hgDAF12 agonist	ssDAF-12 act	DAX1 inh-1	hcDAF12 agonist	HGIII-sPLA2 inh	SMARCA2 activ	DAX1 inh-2	GC-A act	NPR2 activator	ADAM10 inh
21	CC(OC(=O)c1cn(C)c2ccccc12)C(=O)N(C)c1ccccc1 (stereo not drawn)	-1.8	-0.2	-0.9	0.1	-0.9	-5	2	0.4	-3	3	10
22	CCN(CC)c1ccc(N=Cc2c(O)n(-c3ccccc3)c(=O)[nH]c2=O)cc1	-0.6	-2.4	-1.4	2.4	-0.1	5	-5	-0.3	-9	-5	-10
23	C#CCOCOCC#CCN(CC)CC	0.5	-0.1	-0.9	0.7	0.5	0	0	0.2	-3	-6	-4
24	CCCCC1C(=O)NC(=S)N(C)C1=O (stereo not drawn)	0.7	1.0	-0.4	0.0	0.7	8	-4	1.9	-1	-3	-8
25	CCc1nc2ccc(N3CCN(C)CC3)cc2nc1CC	0.6	2.0	-1.4	0.8	0.0	-5	1	0.8	6	7	-8
26	COC(=O)C1=C(c2ccc(Cl)c(C(F)(F)F)c2)C[C@@H]2CC[C@H]1N2C(=O)NC1CCCCC1	-2.8	-0.6	-1.8	0.8	-1.1	2	1	-0.2	-2	-7	8
27	COc1ccc(OCC(=O)N2CCN(Cc3ccc(SC)cc3)CC2)cc1	-0.1	-3.2	-2.0	-0.1	-0.5	6	-2	-0.6	-1	0	0
28	Clc1ccc2c(c1)C(OC1CN3CCC1CC3)c1ccccc1CS2 (stereo not drawn)	-1.0	-1.0	-0.9	1.9	1.0	-7	-2	0.0	-47	-22	-6
29	Cc1cccc(NP(=O)(Oc2ccccc2F)Oc2ccccc2F)c1	-0.6	2.2	-1.7	-1.7	-2.9	-28	-5	-0.7	-8	-5	16
30	CN1[C@H]2CC[C@@H]1C(C(=O)N1CCOCC1)=C(O)C2	0.4	-0.8	-1.3	0.3	-0.7	5	1	-0.1	0	4	-1
31	CN1CCC(N(C)c2nc(-c3ccc([N+](=O)[O-])cc3)nc3ccccc23)CC1	2.0	-0.1	-1.3	-1.3	-1.1	3	3	-2.3	11	-13	1
32	c1cncc(CNC2CCCCC2)c1	-1.2	1.6	-1.5	-1.5	-2.3	6	-3	0.1	-3	3	2
33	CN(C)CP(=O)(O)CN(C)C=O	-0.2	0.6	-1.0	-0.5	0.0	15	-6	0.3	1	1	0
34	CC(C)C12CN3CCN(CC(C3)/C1=N\O)C2	-2.7	0.4	-1.8	0.4	-1.0	3	-1	-0.2	-2	4	-7
35	O=c1c2ccccc2[nH]c(=S)n1-c1cccnc1	/	-0.3	-0.6	/	0.0	2	-3	1.6	-6	-9	2
36	Cc1cccc(CCNCc2cc3cc(C)cc(C)c3[nH]c2=O)c1	-0.3	-0.1	-0.4	1.7	2.4	3	-1	0.5	1	1	-47
37	O=[N+]([O-])c1ccc(N2CCCNCC2)c2ncccc12	1.2	0.1	-0.8	2.3	1.6	-3	4	0.1	-8	-4	-1
38	COc1ccc(-c2nc3ccc(Br)cn3c2CC(=O)N2CCCC2)cc1OC	/	0.8	-0.2	/	-0.3	4	-3	-0.2	-2	-2	-17
39	CCC(C(=O)Nc1ccc(Cl)cc1)N1CCCC1=O (stereo not drawn)	1.8	0.6	-1.2	/	2.1	-1	-3	-0.3	-1	5	1
40	COc1ccc(C(CNC(=O)Cc2ccc(Cl)c(Cl)c2)N2CCCCC2)cc1 (stereo not drawn)	-0.4	-0.8	-1.0	0.0	0.8	-13	0	1.4	-8	-3	-3

(cont.)
cpd	mol	FXN GAA850 act	hgDAF12 agonist	ssDAF-12 act	DAX1 inh-1	hcDAF12 agonist	HGIII-sPLA2 inh	SMARCA2 activ	DAX1 inh-2	GC-A act	NPR2 activator	ADAM10 inh
41	Cc1cc(N2CCNC[C@@H]2C)ccc1N1CC[C@@H](O)C1	/	-4.3	-0.7	/	1.3	4	2	-0.9	2	-1	-5
42	Brc1ccc2[nH]cc(/C=N/N3CCCCC3)c2c1	1.3	-1.2	-0.5	-0.7	1.7	-3	-1	-0.4	-5	-5	-1
43	COC(=O)C1=C(c2ccc(F)cc2OCc2ccccc2)C[C@@H]2CC[C@H]1N2C(=O)NCCCc1ccccc1	-4.8	-5.6	-1.6	-0.2	-3.9	-18	-1	-0.1	-4	-9	12
44	Cn1cc(C(=O)OCC(=O)Nc2ccccc2Cl)c2ccccc21	0.6	-1.2	-1.3	-0.5	-1.7	10	3	0.2	4	1	7
45	CC(C)N1CCN(Cc2ccc3c(c2)OCCO3)CC1CCO (stereo not drawn)	1.5	-0.6	-0.8	4.1	-0.9	-1	3	0.4	-2	4	-7
46	Cc1cccc(-n2c(-c3ccco3)nc3ccccc3c2=O)n1	-0.6	-0.4	-0.8	0.3	1.4	2	0	0.6	3	3	5
47	CCN(CC)N=O	-1.7	1.6	-1.2	0.2	2.5	4	-6	1.3	0	-7	-7
48	COC(=O)C1=C(c2ccc(-c3ccccc3)c(F)c2)C[C@@H]2CC[C@H]1N2C(=O)NCCOc1ccccc1	-8.9	-4.7	-2.0	0.0	-1.9	-12	-3	-0.2	0	-9	38*

Bioassay records (PubChem)

Some of the compounds tested; count on the stated rates, not on these rows.
